High-throughput results deposited in PubChem BioAssay by Vanderbilt High Throughput Screening Facility.
Cav32 inh: human Cav3.2 channel inhibition, primary screen; O95180; Cav3.2-expressing cells, Fluo-4 calcium fluorescence FDSS; active compounds read low; B-score at 10 µM; actives 4% (n = 100,000); AID 449739;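 active = single-dose well whose peak fluorescence ratio is a statistical outlier from its plate by either plate-standardised score or position-corrected B-score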
The depositor's hits bear a star.

SMILES | Cav32 inh
O=C(O)CCC1(C(=O)O)OCCc2ccccc21 (configuration not stated) | 0.022
COCCN(Cc1cc2cc(C)c(C)cc2nc1Cl)C(=O)Nc1ccccc1 | 0.8
Cn1c(Cn2c(=O)sc3ccccc32)nnc1SCC(=O)N1CCc2ccccc21 | -2.9
COc1ccc(-c2cc(C(=O)Nc3ccccc3SC)no2)cc1OC | -0.32
Cc1ccc2ncc([N+](=O)[O-])n2c1 | -0.21
CN(C)/C=N/c1cc(=O)n(C)c(=O)n1CC1CC1 | 0.25
O=C(C1CCN(S(=O)(=O)Cc2ccccc2)CC1)N1CCN(c2ncccn2)CC1 | 0.51
CCCOc1ccc(C2c3c(oc4ccccc4c3=O)C(=O)N2CCN(CC)CC)cc1OC (configuration not stated) | 0.19
Cc1c(NS(=O)(=O)c2cccc(C(=O)NCc3ccc(Cl)cc3)c2)c(=O)n(-c2ccccc2)n1C | -3.8
Cc1ccc(-c2noc(C3CCN(S(C)(=O)=O)CC3)n2)o1 | -1
CN1C(=S)SC(N(O)C=C2C=CC(=O)C=C2)C1(C)C (configuration not stated) | 0.74
Cc1nn(CC(=O)NCC2CCCO2)c(=O)c2ccccc12 (configuration not stated) | 0.041
O=C(CN1C(=O)C2(OCCO2)c2ccccc21)c1ccc(F)cc1 | 0.9
Cc1occc1-c1nc(-c2ccncc2)no1 | 1.1
Cc1cccc(-c2noc(CCC(=O)NCc3ccccc3)n2)c1 | -3.1
CC1CN(C(=O)c2nn(C)cc2[N+](=O)[O-])CC(C)O1 (configuration not stated) | -0.87
Cc1cc(C)c(C)c(OCC(=O)NCCN(C)C)c1 | -0.04
O=C(NC1CCCCC1)C(c1cccs1)N(Cc1cccs1)C(=O)c1ccco1 (configuration not stated) | -4.1*
COc1ccc(Cn2nnnc2CN(Cc2cc3ccc(C)cc3[nH]c2=O)C2CCCC2)cc1 | -0.045
Cc1cc(C(=O)Nc2ccc(N3CCOCC3)cc2)c2ccccc2n1 | 0.56
CCN=C(Nc1ccc2c(c1)OCO2)SC1CC(=O)N(c2ccc(OC)cc2)C1=O (configuration not stated) | -1.9
CCCCn1nnnc1NCc1ccc(N(CC)CC)cc1 | -0.66
CCCCCn1ccc(=N)cc1 | 0.19
CCOCC(=O)Nc1ccc(S(=O)(=O)Nc2ncccn2)cc1 | 0.039
Cc1c(C(=O)Nc2ccc3c(c2)OCO3)sc2nc(-c3ccccc3)cn12 | -0.44
CCOc1ccc(NC(=O)COc2nsnc2N2CCCCC2)cc1 | -0.099
N#Cc1nc(-c2cccc3ccccc23)oc1NCCN1CCOCC1 | 0.36
O=C(CC1CCCCC1)NCCCN1CCOCC1 | 0.74
CCOC(=O)N1CCN(C(=O)c2ccc(CNS(=O)(=O)c3ccc(OC)cc3)cc2)CC1 | 0.49
COc1ccc2c(c1OC)C(=O)N1c3cccc(Cl)c3C(=O)OC21 (configuration not stated) | -4.3*
CCC(C)NC(=O)c1cn(-c2cccc(C)n2)cn1 (configuration not stated) | 0.066
CN1CCN(C(=O)c2ccc3c(=O)n4c(nc3c2)CCCCC4)CC1 | -0.026
CC1N/C(=C\C(=O)c2ccccc2)N(O)C1(C)C (configuration not stated) | 0.26
COc1cccc2cc(C(=O)N3CCc4ccccc43)c(=O)oc12 | -0.54
Cc1ccc(NC(=O)COS(=O)c2ccc(C)cc2)cc1 (configuration not stated) | 0.51
CC(=O)c1ccc(NC(=S)NC(NC(=O)c2ccco2)C(Cl)(Cl)Cl)cc1 (configuration not stated) | -0.76
COc1ccc(NC2C=CS(=O)(=O)C2)c(OC)c1 (configuration not stated) | 1.4
CCOc1cccc(C(=O)Nc2cnn(Cc3ccccc3)c2)c1 | -0.98
Cc1ccc(C(=O)NC(Cc2c[nH]c3ccccc23)C(=O)O)cc1 (configuration not stated) | -0.044
CCOC(=S)NC(=O)c1sc2ccccc2c1Cl | -1.7
Cc1cc(C)cc(NS(=O)(=O)c2cnc(Cl)c(Cl)c2)c1 | -5.6*
O=S(=O)(NCc1cccs1)c1cccc2cccnc12 | -0.51
Cc1ccc(CSc2nnc(-c3ccncc3)n2C)cc1 | 0.34
COc1ccc(OCCSc2nnc(-c3ccccc3)n2N)cc1 | 0.15
COc1ccc2c3c(cccc13)OCC2=O | -0.63
Cc1cc(C)n(-c2nc3c(c(=O)[nH]c(=O)n3C)n2C(C)C)n1 | 0.51
Cc1ccc(CNC(=O)C2CC3Cn4c(nc5cc6ccccc6cc54)C3N2C)o1 (configuration not stated) | 0.31
O=C(c1cc2cc(Br)ccc2oc1=O)N1CCCC1 | 1.8
COc1cccc(NC(=O)c2cn(C)c(=O)c3cc(OC)c(OC)cc23)c1 | 1.1
CCCC(=O)Nc1nc(C)c(-c2csc(Nc3ccccc3OC)n2)s1 | 0.16
Cc1ccc2c(c1)nnn2C1CCN(C(=O)C23CC4CC(CC(C4)C2)C3)CC1 | -0.13
COc1ccc2c(c1)c1nc(SCC(C)C)n(CCO)c(=O)c1n2C | -0.46
Cc1cc2cc(CNC(=O)c3ccc(S(=O)(=O)N4CCCC4)cc3)ccc2n1C | -0.69
CC(Sc1nnnn1C)C(=O)Nc1ccccc1-c1ccccc1 (configuration not stated) | 0.24
Cc1nc2sc(C(c3ccccc3)N3CCN(C)CC3)c(O)n2n1 (configuration not stated) | -0.056
COc1ccc(Cl)cc1C(=O)N1CCN(c2ccccn2)CC1 | 1.1
c1ccc(CCn2nnnc2C(c2cccs2)N2CCOCC2)cc1 (configuration not stated) | 0.41
Cc1ccc(N=C2NC(=O)CS2)cc1 | 0.75
CC(C)COP(=O)(c1ccc(N(C)C)cc1)C(O)c1ccccc1F (configuration not stated) | -0.96
CCN1C(=O)CSc2ccc(C(=O)NCc3ccccc3OC)cc21 | -0.021

Some of the entries above in a different format.
> CCCC(=O)Nc1nc(C)c(-c2csc(Nc3ccccc3OC)n2)s1
- Cav32 inh = 0.16

> Cc1ccc2c(c1)nnn2C1CCN(C(=O)C23CC4CC(CC(C4)C2)C3)CC1
- Cav32 inh = -0.13

Next structures:
SMILES | Cav32 inh
CCCCc1nc(NCCN2CCOCC2)c(C#N)c2c1COC(C)(C)C2 | -0.48
CS(=O)(=O)N(CC(=O)N1CCc2ccccc2C1)Cc1ccc(Cl)cc1 | -2.7
CCN1CCN(/C=N/c2nc3c(s2)CCCC3)CC1 | -0.91
Cc1nc2ccc(NC(=O)N3CCSCC3)cc2s1 | -0.77
CC1CCN(C(=O)c2ccc(NC(=O)C3CCCO3)cc2)CC1 (configuration not stated) | 0.2
CCOC(=O)CC(=O)Nc1ccc(C(=O)OCC)cc1 | 0.58
CCN(CC)c1c2c(c(C#N)c3nc4ccccc4n13)CCC2 | -1.2
COc1ccc(CCN(C)C(=O)CN2C(=O)c3ccccc3S2(=O)=O)cc1OC | 0.8
CCOC(=O)N1CCC(NC(=O)CS(=O)(=O)Cc2nc(-c3cccc(OC)c3)oc2C)CC1 | 0.079
CCn1nc(C)c(NC(=O)c2cc(Br)ccc2Cl)c1C | 1.3
c1ccc2c(c1)ncn2CCC1CCCCC1 | -0.76
COC(=O)CSc1snnc1-c1ccc(Cl)c(Cl)c1 | -0.55
CCOC(=O)CSc1nc(N)c(C#N)c(-c2ccc(OCC)cc2)c1C#N | -0.22
Cc1nn(Cc2ccccc2)c(C)c1NC(=O)CSc1nnc(-c2cc(Cl)ccc2O)n1C | -0.014
CC12CCC(=O)N1C(C(=O)OCC(=O)Nc1sccc1C#N)CS2 (configuration not stated) | 0.16
CN1CCN(/C=N/c2c(C#N)cnn2-c2ccccc2)CC1 | 1
O=C(O)c1ccc(-c2ccc(O)c(F)c2)cc1 | -0.11
Cc1ccc(CNC(=O)CCS(=O)(=O)c2cccc3nonc23)cc1 | 1.1
c1ccc2nc3c(nc2c1)[nH]c1ccccc13 | 0.63
Cc1cccc(NS(=O)(=O)c2cccc3nsnc23)c1 | -1
Cc1nc2ccccc2c(=O)n1/N=C/c1ccc(N(C)C)cc1 | -0.038
CSc1cccc(NC(=O)c2c(Cl)cnn2C)c1 | -1.5
CC(=O)c1c(C)[nH]c(C(=O)NCCN2CCC(C)CC2)c1C | 0.048
CCc1ccc(OCc2ccc(C(=O)NCc3ccccn3)o2)cc1 | -3.9*
C=CCn1c(SCC)nc2sc3c(c2c1=O)CCc1ccccc1-3 | -2.5
COc1cc(C(Nc2ccccn2)c2ccc3ccc(C)nc3c2O)cc(OC)c1O (configuration not stated) | 0.38
Fc1ccc(Cn2nnnc2CN2CCN(C3CCCCC3)CC2)cc1 | 0.036
CC1CCCCC1NC(=O)Cn1ncc2ccccc21 (configuration not stated) | 0.38
O=C(N/C(=C/c1ccc(Br)cc1)c1nc2ccccc2[nH]1)c1ccco1 | -0.0021
CCc1nnc(NCC(=O)N2CCc3ccccc32)s1 | 1.5

3 structures out of the list, ordered by length of the SMILES, ascending.
SMILES | Cav32 inh
CC1CCCCC1NC(=O)Cn1ncc2ccccc21 (configuration not stated) | 0.38
c1ccc2nc3c(nc2c1)[nH]c1ccccc13 | 0.63
Fc1ccc(Cn2nnnc2CN2CCN(C3CCCCC3)CC2)cc1 | 0.036

(list continues)
SMILES | Cav32 inh
Nc1nc(-c2cccc(NS(=O)(=O)c3ccccc3)c2)cs1 | -1.6
CCn1c2ccccc2c2cc(NC(=O)CSc3nnc(-c4ccccc4)o3)ccc21 | -0.33
CC(=O)Nc1ccc(NC(C)=O)s1 | 0.37
Cc1ccc(OCC(=O)NNC(=O)c2cc3ccccc3o2)cc1 | -1.1
Cc1cc(C)n(-c2ccc(C(=O)Nc3ccc4c(c3)OCO4)cc2)n1 | -0.0065
COc1cccc(-c2nnn(CCC(=O)O)n2)c1 | -0.54
O=C(Oc1cccc2cccnc12)c1cccs1 | 0.0032
O=C(CSc1nnc(COc2ccc(Cl)cc2)o1)N1CCN(c2ccccc2)CC1 | 0.69
O=C(CSc1ncn(-c2ccccc2)n1)N1CCc2ccccc21 | -0.012
O=C(c1ccccc1)N1CCC(O)(c2ccc3c(c2)OCO3)CC1 | -0.043
CC(C)(C)CC(C)(C)NCC(O)COc1ccc2c(c1)CCC2 (configuration not stated) | -8.3*
CCCCC(=O)NCCNC(=O)c1cc(OCC(F)(F)F)ccc1OCC(F)(F)F | -0.076
COc1ccccc1NC(=O)CSc1nc2ccccc2c(=O)n1CCNC(C)=O | -0.85
Cc1ccc2c(c1)c1c3n2CCCNC3CCC1 (configuration not stated) | 0.014
NC(=O)CC(NC(=O)c1ccccc1)c1ccc(NCc2ccc(F)cc2)c([N+](=O)[O-])c1 (configuration not stated) | -0.15
Clc1ccc(-c2cc3ccccc3nc2N2CCCC2)cc1 | -0.0017
CCCCN(C)C(=O)CCCCn1c(=O)[nH]c2cc(OCC)c(OCC)cc2c1=O | 1.3
Cc1ccccc1NC1=C(C(=O)c2ccccc2)N(C)S(=O)(=O)c2ccccc21 | 0.32
Cc1cc(Br)ccc1OCc1nc(-c2cccnc2)no1 | -0.17
CCOC(=O)c1c(NC(=O)CSc2nncs2)sc(C)c1C | 0.12
COc1cc(C(=O)Nc2ccc3c(c2)OCO3)ccc1-n1cnnn1 | -0.15
Cc1noc(C)c1CSc1nnc(-c2ccccc2)n1Cc1ccco1 | 0.016
Cc1nn(CCOc2ccccc2)c(=O)n1-c1ccc(F)cc1 | -0.53
Cc1nc2ncnn2c(N2CCCC(C(=O)Nc3ccc4c(c3)CCC4)C2)c1C (configuration not stated) | 1
O=C(Cn1cnc2c(nnn2Cc2ccccc2F)c1=O)NCC1CCCO1 (configuration not stated) | 0.59
Cc1cccc(NC(=O)c2cc(NC(=O)C3CC=CCC3C(=O)O)ccc2N2CCOCC2)c1 (configuration not stated) | 0.13
CCN(Cc1ccccc1)C(=O)CSc1nc(C)cc(C)c1C#N | -4.1*
CCn1c(Cc2cccs2)nnc1SCC(=O)c1ccc(C)cc1 | 0.24
CCOC(=O)N1CCN(C(=O)COc2ccc(Cl)cc2C)CC1 | 0.011
CC12/C(=N/O)C3C4CC5C3/C(=N/O)C1C5C42 (configuration not stated) | -0.4

Structural class, those above with an NH in an aromatic ring
SMILES | Cav32 inh
COc1ccc(Cn2nnnc2CN(Cc2cc3ccc(C)cc3[nH]c2=O)C2CCCC2)cc1 | -0.045
Cc1ccc(C(=O)NC(Cc2c[nH]c3ccccc23)C(=O)O)cc1 (configuration not stated) | -0.044
Cc1cc(C)n(-c2nc3c(c(=O)[nH]c(=O)n3C)n2C(C)C)n1 | 0.51
c1ccc2nc3c(nc2c1)[nH]c1ccccc13 | 0.63
CC(=O)c1c(C)[nH]c(C(=O)NCCN2CCC(C)CC2)c1C | 0.048
O=C(N/C(=C/c1ccc(Br)cc1)c1nc2ccccc2[nH]1)c1ccco1 | -0.0021
CCCCN(C)C(=O)CCCCn1c(=O)[nH]c2cc(OCC)c(OCC)cc2c1=O | 1.3

Continued:
SMILES | Cav32 inh
CN(C)NC1CCS(=O)(=O)C1 (configuration not stated) | 0.49
CCCc1nnc(NC(=O)Cn2c(=O)oc3ccccc32)s1 | 0.0013
COc1ccc(C[C@H]2CN3C(=NC[C@@H]3Cc3ccc(O)cc3)N2CCNC(=O)c2ccc(C)c(Br)c2)cc1 | -1.9
COc1cc(C)c(C#N)c(OC)n1 | 0.33
C=CCn1c(N)c(C(=O)Nc2cccc(C)c2)c2nc3ccccc3nc21 | -0.074
CCCCc1ccc(NC(=O)CSC2=C(C#N)C(c3ccco3)C3=C(CCCC3=O)N2)cc1 (configuration not stated) | -3.3
CCOc1ccccc1NC(=O)c1ccc(S(=O)(=O)N(C)C)cc1 | -0.068
C/C(=C\C(=O)c1ccc(Cl)cc1)NCc1ccc2c(c1)OCO2 | -0.43
O=C(NCC1CC1)c1cc(-c2ccccc2)nn1CC1CC(c2cccnc2)=NO1 (configuration not stated) | 0.82
O=C(NCCCN1CCOCC1)C1Nc2ccc(OC(F)(F)F)cc2C2C=CCC12 (configuration not stated) | 0.0021
C=CCn1c(SCc2c(C(=O)OC)sc(N)c2C(=O)OC)nnc1-c1ccc(Br)cc1 | -4.6*
CC1CCCCN1C(=O)Cn1c(=O)oc2ccccc21 (configuration not stated) | -0.64

Nothing new here: entries from further up.
SMILES | Cav32 inh
C=CCn1c(SCc2c(C(=O)OC)sc(N)c2C(=O)OC)nnc1-c1ccc(Br)cc1 | -4.6*
CC1CCCCN1C(=O)Cn1c(=O)oc2ccccc21 (configuration not stated) | -0.64

Not all compounds are listed; count on the stated rates, not on these rows.
